Screens deposited in PubChem BioAssay by National Center for Advancing Translational Sciences (NCATS).
TCR activator = activates T cell receptor signaling; Potency, µM (top dose mostly 9.22 µM), for the others: top-dose activation of IL-2 secretion, usual class: activators; 330,000 tested, under 10 active; primary human leukocytes, anti-CD3, IL-2 HTRF, 48 h; further: % of control where 0% means no effect
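IL-2 release read by HTRF sandwich (Eu cryptate donor, d2 acceptor, 665 nm emission) after 48 hr exposure of primary human leukocytes to compound together with anti-CD3 beads in the absence of co-stimulatory signals.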
PTAP TSG101 blk = blocks PTAP/TSG101 interaction to inhibit HIV-1 budding. Q99816. Fluorescence polarization, FITC-PTAP peptide / Tsg101 binding. Potency, µM (series often up to 115 µM), for the others: at the top dose activity change, negative = inhibition, most hits filed as inhibitors. 340,000 tested, under 10 active. AID 493005; active means well fitted inhibition curve with a large enough effect in the main read-out, with a control signal flat, not every such curve was filed as active; inconclusive means small, poorly fitted or top-dose-only effect, or effect the other way, or a change in a side signal; inactive means no such curve, though single readings can be large or run the other way; further: potency means the concentration at half of the fitted maximal effect; % of control where 0% means no effect
Target sequence (Q99816 whole entry, looked up): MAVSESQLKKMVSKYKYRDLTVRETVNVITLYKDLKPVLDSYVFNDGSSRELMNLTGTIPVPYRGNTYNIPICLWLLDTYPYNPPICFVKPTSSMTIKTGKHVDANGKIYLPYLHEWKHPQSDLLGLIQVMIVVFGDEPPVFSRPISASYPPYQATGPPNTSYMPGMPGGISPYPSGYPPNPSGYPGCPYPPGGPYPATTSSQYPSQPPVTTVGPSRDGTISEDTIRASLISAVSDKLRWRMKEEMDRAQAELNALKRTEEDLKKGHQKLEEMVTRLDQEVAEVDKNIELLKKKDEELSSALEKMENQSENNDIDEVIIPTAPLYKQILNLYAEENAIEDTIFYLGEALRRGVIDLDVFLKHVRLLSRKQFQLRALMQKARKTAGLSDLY
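Tsg101 binding domain (10 uM final) was mixed with compound and a FITC-labeled PTAP peptide (50 nM final) in HEPES pH 7.5 buffer with NaCl, Tween 20, EDTA and TCEP; fluorescence polarization was read after 20 min at r.t.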
Mito fusion yeast = blocks mitochondrial division or promotes mitochondrial fusion; 320,000 tested, 0.23% active; S. cerevisiae fusion-defective mutant growth rescue, CellTiterGlo 48 h; Potency, µM (highest dose often 46.1 µM), for inactives: at the highest dose growth rescue (activation), actives largely listed as activators;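 further: potency means the concentration at half of the fitted maximal effect; % of control where 0% means no effect; nearly all actives have a fitted effect of over 45% in size; temperature-sensitive fusion mutants such as fzo1-1 at 37 °C on non-fermentable ethanol glycerol medium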
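Yeast fusion mutant, YPEG (non-fermentable carbon), compound, 48 h at 37C non-permissive; CellTiterGlo added, 10 min RT, luminescence read. Rescued growth = division inhibition.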
AT treatment = candidate therapy for ataxia-telangiectasia | AID 485349 | […] A-T fibroblasts, KAP-1 phosphorylation AlphaLISA; neocarzinostatin DNA damage 30 min before lysis | 320,000 tested, 0.19% active | Potency, µM (doses to about 57.5 µM), for the others: at the highest dose activation, hits mostly activators; further: potency means the concentration at half of the fitted maximal effect; % of control where 0% means no effect; nearly all actives have a fitted effect of over 45% in size
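ATM-like activity read as KAP-1 phosphorylation via AlphaLISA donor/acceptor antibody pairs after lysis and 6 hr at 25C. Cells were ATM-null patient fibroblasts ([…], hTERT), dosed 60 min, then exposed to the DSB inducer NCS for 30 min.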
Menin MLL FP TR = menin-MLL binding inhibition, Texas Red mutant peptide; Menin + Texas Red MLL mutant peptide, fluorescence polarization; Potency, µM (series often up to 61.6 µM), for inactives: at the highest dose FP activity change, negative = inhibition, usual class: inhibitors; 270,000 tested, 0.23% active; AID 1768; active means well fitted inhibition curve with a large enough effect in the polarisation, with a control signal flat, not every such curve was filed as active; inconclusive means small, poorly fitted or top-dose-only effect, or effect the other way, or a change in a side signal; inactive means no such curve, though single readings can be large or run the other way; the % refers to the polarisation; further: potency means the concentration at half of the fitted maximal effect; % of control where 0% means no effect; many of its hits are not listed in these tables
S-ASM inh = blocks human secretory acid sphingomyelinase | placental ASM, HMU-PC fluorogenic substrate, 60 min | AID 504937 | Potency, µM (doses to about 57.5 µM), without a hit: at the top dose activity change, negative = inhibition, usual class: inhibitors | P17405 | 340,000 tested, 0.006% active; further: potency means the concentration at half of the fitted maximal effect
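Human placenta-derived ASM enzyme was preincubated with compound for 10 minutes at room temperature, then given fluorogenic substrate HMU-PC0 (9 uM final) for 60 minutes at 37 °C; a pH 10 stop preceded fluorescence reading at Ex 386/Em 447 nm.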
MLL CXXC-DNA inh = MLL CXXC-DNA interaction inhibition; 290,000 tested, 0.037% active; Potency, µM (top dose mostly 115 µM), without a hit: at the top dose activity change, negative = inhibition, most hits filed as inhibitors; MLL-CXXC / FITC-HOXA9 DNA fluorescence polarization; active means well fitted inhibition curve with a large enough effect in the polarisation, with a control signal flat, not every such curve was filed as active; inconclusive means small, poorly fitted or top-dose-only effect, or effect the other way, or a change in a side signal; inactive means no such curve, though single readings can be large or run the other way; the % refers to the polarisation; further: potency means the concentration at half of the fitted maximal effect
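Steps: dispense CXXC domain solution (7 uM) → pin compounds or unlabeled HOX-A9 DNA control → 5 min ambient → add FLSN-HOX-A9 solution (50 nM) → spin → 30 min ambient → fluorescence polarization. Tris pH 7.5/NaCl/DTT/BSA buffer.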
Integrin act MD = integrin-mediated muscular dystrophy alleviation activation | alpha7betagal myoblasts, beta-gal FDG fluorescence, 48 h | Potency, µM (series often up to 38.3 µM), inactives show top-dose activation, actives largely listed as activators | 350,000 tested, 0.064% active;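 further: potency means the concentration at half of the fitted maximal effect; 100% = response of the positive control SU9516; nearly all actives have a fitted effect of over 60% in size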
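alpha7betagal+/- myoblasts (passage 13, 250/well) treated 48 h at 37C with compounds at 1:260 dilution of DMSO stock. Lysed, then beta-galactosidase activity read as FDG fluorescence (ex 480/em 540) after 30 min, with pre-read for autofluorescence.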
TSHR antagonist = antagonists of human thyroid stimulating hormone receptor; P16473; TSHR-expressing cells, TSH-stimulated cAMP HTRF, 2 h; active compounds read low; activity change, negative = inhibition, % at 11.5 µM; 330,000 tested, 0.2% active; AID 504810;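 active means activity change below a set negative limit, meaning inhibition stronger than a set level, cut at about -70% in these data; inconclusive means activity change between two set negative limits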; further: on the % scale 0 is the no-effect control and ±100 the full control effect
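TSHR-expressing cells were treated with compounds, then stimulated with TSH at EC80 (4nM final) for 2 hours at 37 deg C. Cellular cAMP was measured by HTRF competition between lysate cAMP and cAMP-d2 for a cryptate-labelled anti-cAMP antibody.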
MBNL1 CUG block = blocks human MBNL1 binding to CUG repeat RNA | AID 2675 | Potency, µM (titrated, usually from 57.5 µM), without a hit: at the highest dose activity change, negative = inhibition, most hits filed as inhibitors | TR-FRET MBNL1-His/biotin-(CUG)12 binding, 665/545 ratio | 280,000 tested, 0.036% active; active means well fitted inhibition curve with a large enough effect in the signal ratio, with a control signal flat, not every such curve was filed as active; inconclusive means small, poorly fitted or top-dose-only effect, or effect the other way, or a change in a side signal; inactive means no such curve, though single readings can be large or run the other way; the % refers to the signal ratio; further: potency means the concentration at half of the fitted maximal effect; on the % scale 0 is the no-effect control and ±100 the full control effect
Target sequence (Q9NR56 whole entry, looked up): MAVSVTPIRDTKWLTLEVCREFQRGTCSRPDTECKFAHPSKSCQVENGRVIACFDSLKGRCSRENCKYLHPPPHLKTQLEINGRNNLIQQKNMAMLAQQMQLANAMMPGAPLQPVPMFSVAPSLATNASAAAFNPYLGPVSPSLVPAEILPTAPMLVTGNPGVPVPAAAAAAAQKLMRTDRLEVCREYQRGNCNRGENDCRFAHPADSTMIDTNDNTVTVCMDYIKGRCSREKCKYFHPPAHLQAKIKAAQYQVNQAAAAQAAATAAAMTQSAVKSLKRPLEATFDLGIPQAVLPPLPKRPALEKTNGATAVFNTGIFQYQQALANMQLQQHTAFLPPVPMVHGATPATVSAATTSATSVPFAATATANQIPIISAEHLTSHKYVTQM
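Inhibition of protein-RNA binding appears as loss of TR-FRET between terbium anti-His antibody on MBNL1-His and streptavidin-XL665 on biotin-(CUG)12. Activity is normalized to buffer-only and uninhibited-complex controls.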
Active calls of the source: *; u = inconclusive; x = not tested or not shown; [ ] = another dose, or the depositor's remark. Unless noted, the call rests on the fitted dose curve; in most records, active means well fitted curve in the direction sought with a large enough effect; inconclusive means small, poorly fitted or top-dose-only effect, or another doubt; inactive means no such curve, though single readings can be large; an effect the other way counts as inactive or inconclusive. Only part of the results is shown. The share of hits here may be higher or lower than overall.

SMILES	TCR activator	PTAP TSG101 blk	Mito fusion yeast	AT treatment	Menin MLL FP TR	S-ASM inh	MLL CXXC-DNA inh	Integrin act MD	TSHR antagonist	MBNL1 CUG block
Cc1c(C(=O)Nc2cccnc2)oc2ccc(Br)cc12	x	-3%	17%	-3%	16%	-5%	22%	-7%	-13	17%
O=C(CN1CCCC1c1cccs1)Nc1cc(S(=O)(=O)N2CCCC2)ccc1Cl (stereo not drawn)	-5%	-1%	x	1%	x	0%	x	-52%[inhibitor]	5	x
Cc1[nH]nc(C(F)(F)F)c1CCC(=O)NC1CCCCCC1	-1%	-3%	x	-2%	x	1%	x	u	x	x
Cc1ccc(-c2nnc(CN3CCN(C)CC3)o2)cc1	8%	-1%	0%	-4%	15%	7%	9%	-21%	-3	-11%
CNC(=O)Nc1ccccc1NC(=O)NC	4%	-5%	-2%	4%	17%	4%	3%	17%	1	0%
COCCCNC(=S)Nc1ccc2nc(N3CCOCC3)cc(C)c2c1	0%	-6%	-15%	-16%	-21%	208%[activator]	6%	18%	-7	4%
CN(C(=O)c1cccn(Cc2ccccc2)c1=O)c1ccccc1	-4%	-4%	13%	2%	-18%	-1%	2%	-7%	5	3%
CC(=O)Cc1nsc(NC(=O)c2ccccc2Cl)n1	2%	0%	-7%	0%	-6%	-1%	14%	u	-8	-9%
CC1Cc2nc(SCC(=O)N3CCOCC3)n(-c3ccccc3)c(=O)c2S1 (stereo not drawn)	3%	-5%	-4%	8%	14%	1%	7%	-9%	6	6%
CC1CCC(NC(=O)c2ccc(NS(=O)(=O)c3ccc4[nH]c(=O)[nH]c4c3)cc2)CC1 (stereo not drawn)	1%	0%	-5%	4%	x	1%	x	11%	-8	x
CC(=O)N1c2ccc(S(=O)(=O)N3CCC(C(=O)Nc4ccc(C)cn4)CC3)cc2CC1C (stereo not drawn)	-2%	-4%	0%	-3%	8%	3%	0%	12%	-7	1%
Cc1cc(/C=C2\SC(=Nc3ccc(F)cc3)NC2=O)c(C)n1-c1ccc(S(N)(=O)=O)cc1	-3%	-1%	2%	-6%	11%	-21%	50%[activator]	-42%[inhibitor]	-8	6%
O=C(Nc1nnc(S(=O)(=O)N2CCCCCC2)s1)c1ccc(Cl)cc1	4%	-6%	4%	6%	x	-2%	35%[activator]	-4%	-23	2%
O=C(Nc1c(-c2cccs2)nc2ccccn12)c1ccc2ccccc2c1	6%[46.1 µM]	x	0%	-2%	u	x	9%	x	4	-8%
CCOc1cc(CNCc2ccccc2)ccc1OCC(=O)NC1CCCCC1	1%	-1%	-6%	5%	x	1%	37%[activator]	-44%	6	-6%
CCOC(=O)c1nnn(CC(=O)Nc2cccc(OC)c2)c1C(=O)OCC	-2%	-5%	-3%	-7%	11%	1%	-15%	1%	12	16%
CSc1ccccc1C(=O)C1CCCN(C(=O)c2cncs2)C1 (stereo not drawn)	3%	-3%	-11%	3%	6%	4%	17%	1%	-6	-2%
COc1cc(CNc2ccccc2Oc2cc(=O)n(C)c(=O)n2C)cc(OC)c1OC	4%	-4%	1%	-5%	-2%	-2%	-12%	14%	30	-7%
Cc1cc2c(Nc3cccc(O)c3)ncnc2s1	x	-7%	-5%	2%	20%	-2%	-3%	-26%	-3	-7%
CC1CCCC(NC(=O)COC(=O)c2ccccc2NC(=O)c2ccco2)C1C (stereo not drawn)	-4%	-2%	2%	0%	1%	5%	8%	5%	-3	-2%
Cc1ccc(C=NCc2ccncc2)c(O)c1	0%	-1%	-3%	13%	-1%	4%	-15%	10%	1	1%
CC(=O)Nc1ccc(S(=O)(=O)N2CCN(S(=O)(=O)N3CCCCC3)CC2)cc1	-4%	0%	-4%	5%	25%	1%	13%	-12%	2	-3%
CN(C)S(=O)(=O)N1CCN(C(=O)N2CCOCC2)CC1	-1%	-8%	-2%	2%	12%	-3%	3%	5%	-5	4%
CN1/C(=C\C(=O)c2cccs2)Sc2ccccc21	-5%	-6%	-2%	4%	15%	282%[activator]	-6%	10%	-16	u
COc1ccc(C(=O)N/C(=C/c2ccccc2F)C(=O)NCCN2CCOCC2)cc1OC	1%	-7%	-2%	-8%	x	0%	59%[activator]	2%	11	1%
O=C(Nc1ccccc1)Nc1nccs1	-5%	-4%	1%	6%	10%	-2%	5%	3%	5	2%
COc1ccccc1CNC(=O)c1ccc2nc(N3CCOCC3)sc2c1	-8%	1%	0%	15%	-25%	1%	16%	-1%	50	-14%
CN(CC(=O)Nc1ccc(F)cc1)CC(=O)N1CCCCC1	-2%	0%	-2%	0%	x	3%	x	-8%	34	x
CCc1ccc(C2CC(c3ccco3)=NN2S(C)(=O)=O)cc1 (stereo not drawn)	-1%	3%	2%	-5%	2%	0%	u	-2%	0	-3%
O=C(Nc1ccc(N2CCN(c3ncccc3C(F)(F)F)CC2)nc1)c1cccs1	-7%	4%	6%	-16%	x	-3%	-14%	-39%	-38	-9%
CCOC(=O)CCCCCC(=O)Nc1ccc2c(c1)C(=O)N([C@H](C)CO)C[C@@H](C)[C@H](CN(C)S(=O)(=O)c1cn(C)cn1)O2	-7%	-4%	x	0%	x	2%	x	11%	2	x
Cc1nc(C)c(C(=O)NCc2ccc(Cl)cc2)o1	2%	-4%	1%	-4%	-23%	8%	0%	20%	-9	2%
CC(=O)O[C@H]1[C@@H](O)[C@H](O)[C@H](Oc2c(O)c(C)c3c4c2[C@@H](C)CC[C@@H]4[C@@H](C)C[C@H]3C=C(C)C)O[C@H]1C	5%	x	x	1%	x	-15%	x	-42%	6	x
Cc1cccc(NC(=O)Cn2cnc3sc(C)c(S(=O)(=O)N4CCC(C)CC4)c3c2=O)n1	2%	-6%	-8%	3%	-8%	0%	-2%	3%	3	-8%
CC(=O)N1c2ccc(S(=O)(=O)NCc3ccco3)cc2CC1C (stereo not drawn)	-7%	1%	1%	-9%	x	11%	17%	u	4	-3%
O=C(O)c1cccc(-c2ccc(/C=N/n3cnc4sc5c(c4c3=O)CCCC5)o2)c1	x	x	0%	-8%	x	x	-15%	x	-6	-1%
S=C(NCC(c1cccnc1)N1CCOCC1)NC1CCCCC1 (stereo not drawn)	10%	-3%	-8%	3%	-5%	3%	-4%	-9%	3	0%
Cc1cc(OC(=O)c2ccccc2C(F)(F)F)c([N+](=O)[O-])c(=O)[nH]1	4%	0%	0%	2%	6%	2%	2%	10%	5	-7%
CCCc1cc(=O)[nH]c(SCC(=O)N2CCN(S(=O)(=O)c3ccc(C)cc3)C2)n1	15%	-2%	-1%	6%	-5%	-1%	11%	20%	-8	-3%
CCOc1ccc(C(=O)NC2CCCCCCC2)cc1	3%	0%	x	x	x	0%	x	3%	x	x
Cc1cc(=O)[nH]c(S)c1C#N	x	x	6%	-13%	x	x	-11%	x	6	x

Complete entries from above. Order of values: TCR activator | PTAP TSG101 blk | Mito fusion yeast | AT treatment | Menin MLL FP TR | S-ASM inh | MLL CXXC-DNA inh | Integrin act MD | TSHR antagonist | MBNL1 CUG block
`CCOc1ccc(C(=O)NC2CCCCCCC2)cc1` reads 3% | 0% | x | x | x | 0% | x | 3% | x | x
`Cc1nc(C)c(C(=O)NCc2ccc(Cl)cc2)o1` reads 2% | -4% | 1% | -4% | -23% | 8% | 0% | 20% | -9 | 2%
`CCCc1cc(=O)[nH]c(SCC(=O)N2CCN(S(=O)(=O)c3ccc(C)cc3)C2)n1` reads 15% | -2% | -1% | 6% | -5% | -1% | 11% | 20% | -8 | -3%
`O=C(O)c1cccc(-c2ccc(/C=N/n3cnc4sc5c(c4c3=O)CCCC5)o2)c1` reads x | x | 0% | -8% | x | x | -15% | x | -6 | -1%
`Cc1cc(=O)[nH]c(S)c1C#N` reads x | x | 6% | -13% | x | x | -11% | x | 6 | x
